# SR-BI HDL uptake: inhibitors of SR-BI mediated HDL lipid uptake, primary screen, ldlA[mSR-BI] cells, fluorescence, single point; Scavenger receptor class B member 1 (Mus musculus), Q61009; ldlA[mSR-BI] CHO cells, DiI-HDL uptake fluorescence, 3 h; inhibition, % at 12.5 µM; hit rate 0.96% among 320,000;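 active means mean replicate inhibition of at least 70% and a set share of replicates each scoring 70 or more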;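 further: 0% = median of neutral control wells and 100% = median of positive control wells; values of inactives mirror those of a sister screen read the other way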
# CDK5 inh: inhibitors of human CDK5/p35 kinase, primary screen, biochemical, single concentration. Cyclin-dependent kinase 5 (Homo sapiens) + Cyclin-dependent kinase 5 activator 1 (Homo …. Recombinant CDK5/p35, ADP-Glo luminescence, 60 min. inhibition, % at 10 µM. hit rate 0.01% among 330,000;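 active means highest replicate inhibition of at least 50% and at least 75% of replicates reaching 50%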;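 further: plate controls were DMSO neutral control for no effect and GW8510 at 10 µM for full effect; many of its hits are not listed in these tables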
# Target sequence (Q00535 whole entry, looked up): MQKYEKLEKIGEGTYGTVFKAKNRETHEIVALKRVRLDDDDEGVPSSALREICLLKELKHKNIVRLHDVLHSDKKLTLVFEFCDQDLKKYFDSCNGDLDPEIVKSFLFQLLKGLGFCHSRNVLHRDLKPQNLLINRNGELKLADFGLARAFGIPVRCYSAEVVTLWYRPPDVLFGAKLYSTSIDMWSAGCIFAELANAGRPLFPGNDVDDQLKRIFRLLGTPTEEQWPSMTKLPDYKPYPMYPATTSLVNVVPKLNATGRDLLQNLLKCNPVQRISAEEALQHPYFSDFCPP
# Target sequence (Q15078 whole entry, looked up): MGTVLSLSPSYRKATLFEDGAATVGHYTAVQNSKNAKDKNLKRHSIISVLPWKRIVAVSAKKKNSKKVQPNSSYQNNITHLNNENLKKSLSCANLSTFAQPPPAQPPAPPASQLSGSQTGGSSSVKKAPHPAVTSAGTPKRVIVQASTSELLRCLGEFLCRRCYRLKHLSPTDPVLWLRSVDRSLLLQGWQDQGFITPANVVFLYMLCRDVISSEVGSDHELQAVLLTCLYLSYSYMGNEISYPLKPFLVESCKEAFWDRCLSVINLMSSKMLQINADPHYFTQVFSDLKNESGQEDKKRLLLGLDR
# PKA-R1A act: activators of PKA-R1A holoenzyme, primary screen, biochemical, fluorescence polarization, Cy5-IP20, bovine R1A, mouse PKAc; hit rate 0.083% among 340,000; PKA-R1A dissociation; scaled: DMSO 0%, 113 µM cGMP 100%; activation, % at 11.4 µM; AID 504707, 2011; cAMP-dependent protein kinase type I-alpha regulatory subunit (Bos taurus) + …;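 active means percent activation above the mean of all tested compounds plus 3 SD, cut at about 19% in these data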;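 further: higher means more PKAc released from R1A so a rise in polarization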
# PKA-R2B act: activators of PKA-R2B holoenzyme, primary screen, biochemical, fluorescence polarization, Cy5-IP20, human. cAMP-dependent protein kinase catalytic subunit beta (Homo sapiens) + cAMP-dependent …. PKA-R2B holoenzyme dissociation; R2B truncated from residue 108, S112A mutant; 0% DMSO only, 100% 113 µM cGMP. activation, % at 11.4 µM. hit rate 0.079% among 340,000. AID 504700, 2011;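 active means activation above a cutoff set at the mean over all compounds plus 3 SD, cut at about 18% in these data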;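 further: higher means more holoenzyme dissociation and a rise in polarization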
# SR-BI uptake up: activators of SR-BI mediated DiI-HDL uptake, primary screen, ldlA[mSR-BI] CHO cells, DiI fluorescence; 3 h; 100 = double the neutral-control signal; activation, % at 12.5 µM; hit rate 0.096% among 320,000; AID 504775, 2011;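 active means mean replicate activation of at least 60% and every replicate at or above 60%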;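 further: 0% = median plate neutral-control signal and 100% = twice that signal; values of inactives mirror those of a sister screen read the other way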
#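 System: LDL receptor-deficient CHO ldlA cells overexpressing murine SR-BI | Timing: 3 h uptake period with compound, 37 °C | Medium: HEPES-buffered (25 mM, pH 7.4) F12 plus 0.5% BSA | Dosing: Single-point compound dose | Signal: Bottom-read fluorescence, 550/595 nm | Read-out: Retained DiI signal reflecting DiI-HDL uptake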
# MITF act: activators of MITF-driven TRPM1 promoter reporter, primary screen, cell-based, SK-MEL-5, luciferase, single point; hit rate 0.75% among 300,000; SK-MEL-5 TRPM1-promoter luciferase, 24 h; % of positive control, neutral wells = 0; activation, % at 12.5 µM;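 active means mean activation of at least 80% with every replicate also reaching 80%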;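 further: 0% = neutral control wells and 100% = parthenolide positive control wells; values of inactives mirror those of a sister screen read the other way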
# SUMO Mot1 rescue: yeast Mot1-301 growth rescue at high temperature, primary screen, SUMOylation pathway inhibitor project, S. cerevisiae, ATP luminescence, 38.5C; AID 2716, 2010; S. cerevisiae Mot1-301 growth rescue; percent above DMSO median, 100 means doubled; hit rate 1% among 320,000; growth rescue, % at 18.8 µM;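 active means every valid replicate shows activation above 250% relative to neutral control wells; inactive means the rest, any valid replicate at or below 250%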;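 further: OY570 slx delta 5 strain wells were the positive control but not used for scaling; some compounds called inactive have numbers as strong as hits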
# DSG3 Ab inh: inhibitors of pemphigus antibody binding to DSG3, primary screen, biochemical, bead-based, flow cytometry, scFv-GFP; hit rate 0.48% among 310,000; binding (percent of control), % at 10 µM; AID 588358, 2011; DSG3-coupled beads, scFv-anti-DSG3-GFP binding; stronger effect = lower value;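 active means binding more than 3 SD below its plate's average and above zero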; further: some compounds called inactive have numbers as strong as hits
# Arr AP2 block: inhibitors of beta-arrestin/AP2 binding, primary screen, biochemical, GPCR trafficking, flow cytometry; beta-arrestin 1 C-terminal peptide binding to AP2 beta2-adaptin appendage (human); FITC-arrestin peptide / GST-AP2 beads; AP2 beta2 appendage carries R879A mutation; inhibition, % at 10 µM; hit rate 0.31% among 340,000; AID 504490, 2011;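 active means inhibition above a set limit, near 3 SD of compounds lacking own fluorescence, cut at about 54% in these data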;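 further: plate controls were DMSO wells for no effect and 5 µM unlabelled arrestin peptide for full effect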
#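 Test system: GST-tagged AP2 beta2-adaptin appendage (R879A) on 4 µm glutathione beads; also added: fluorescein-tagged arrestin peptide at 50 nM final; timing: 12 min plus 1 h, RT; signal: flow cytometry, FL1 (488/535 nm); read-out: percent drop in bead-associated FITC signal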
# dFosB activator: activators of delta FosB homodimer, primary screen, biochemical, fluorescence polarization, TAMRA-CDK5 oligo, single point | Protein FosB (Mus musculus), P13346 | purified delta FosB; percent of positive-control signal above neutral wells | activation, % at 25 µM | hit rate 0.99% among 340,000 | AID 493131, 2011;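 active means mean activation above about 17%, with every replicate also reaching it, limit read from the data, passing the limit was not always enough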;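 further: fluorescence polarization rise as delta FosB binds a TAMRA Cdk5 AP-1 oligo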
# Target sequence (P13346 whole entry, looked up): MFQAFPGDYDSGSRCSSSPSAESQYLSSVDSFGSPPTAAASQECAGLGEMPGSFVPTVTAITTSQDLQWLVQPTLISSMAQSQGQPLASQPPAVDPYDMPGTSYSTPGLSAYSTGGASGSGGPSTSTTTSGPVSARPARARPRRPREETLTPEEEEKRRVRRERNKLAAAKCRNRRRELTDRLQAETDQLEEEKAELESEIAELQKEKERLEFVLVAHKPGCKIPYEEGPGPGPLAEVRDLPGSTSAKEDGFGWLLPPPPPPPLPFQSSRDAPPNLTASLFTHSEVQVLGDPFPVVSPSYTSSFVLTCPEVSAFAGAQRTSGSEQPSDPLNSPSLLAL
# NSD2 HMT inh: NSD2 histone methyltransferase inhibitors, primary screen, biochemical, AlphaScreen, single concentration, set 2. NSD2 peptide methylation, 120 min. inhibition, % at 12.5 µM. AID 743445, 2014. hit rate 0.54% among 310,000. Histone-lysine N-methyltransferase NSD2 (Homo sapiens), O96028; in the data active means inhibition above about 50%
# * hit, by the source's call; / = not tested or not shown.
SR-BI HDL uptake,CDK5 inh,PKA-R1A act,PKA-R2B act,SR-BI uptake up,MITF act,SUMO Mot1 rescue,DSG3 Ab inh,Arr AP2 block,dFosB activator,NSD2 HMT inh,Molecule
-1,2.4,-3,-7,1,16,481,86,10,-7,-3,O=[N+]([O-])c1ccc(C2=NCCO2)cc1
-20,-0.7,-16,-13,20,-12,7,103,-1,-5,1,CCOCC(=O)Nc1nc(C)cc(C)n1
23,/,-7,-4,-23,2,0,95,1,-2,-3,COc1ccc(C(=O)Nc2ccc(Cl)cc2C(=O)N2CCCC(C)C2)cc1OC (configuration not stated)
-9,-0.6,8,10,9,/,3,94,12,0,-4,Cc1ccccc1OCC(=O)Nc1ccncc1
-3,-1.4,1,-8,3,-2,-15,104,2,4,-2,Cc1ccc(OCC(=O)n2nc(C)cc2C)c(C)c1
4,-0.4,-5,-6,-4,16,120,98,-8,1,0,Oc1ccccc1N1CCN(C(=S)Nc2ccc(SC(F)F)cc2)CC1
18,-1.1,-5,0,-18,5,/,105,7,-16,/,CN(CCc1ccccc1)C(=O)c1cccc(NC(=O)Cc2cccc(NC(=O)C3CCN(C(=O)c4ccccc4)CC3)c2)c1
-8,0.8,-12,-8,8,47,6,101,9,1,4,Cc1ccnc(NC(=S)NC(=O)/C=C/c2ccccc2)c1
-3,1.0,2,3,3,-4,8,100,21,-19,1,CCOC(=O)c1c(NC(NC(C)=O)C(Cl)(Cl)Cl)sc(C(C)=O)c1C (configuration not stated)
3,-0.8,-15,2,-3,-14,-3,102,51,-3,0,Cc1ccccc1/C=N\NC(=O)c1ccccc1-n1cccc1
-4,/,-4,-7,4,13,1,104,-6,3,1,CC(C)(C)c1ccc(C(=O)N2CCC3(CC2)NCCc2[nH]cnc23)cc1
20,0.1,3,2,-20,2,11,104,2,-14,-1,Cc1ccc(-c2cc(C(=O)OCn3nnc4ccccc4c3=O)c3ccccc3n2)cc1
-21,-0.1,-4,-14,21,-6,207,99,1,-15,5,O=C(CN1CCN(c2ccc(O)cc2)CC1)NC(c1ccccc1)c1ccccc1
-21,1.7,-6,-8,21,/,-14,106,26,2,17,O=c1[nH]c2ccccc2nc1NCc1ccccc1
-4,0.0,-17,-5,4,13,-22,93,0,-5,0,O=C(COC(=O)C1CCN(c2ccc(C(F)(F)F)cn2)CC1)c1ccccc1Cl
-30,-2.2,-2,10,30,11,-3,101,-5,-7,-3,COc1cc(C(c2c(C)[nH][nH]c2=O)c2c(C)[nH][nH]c2=O)ccc1OS(=O)(=O)c1ccccc1
-9,-2.1,-4,6,9,-1,-7,107,-5,3,/,COCCN(CCOC)S(=O)(=O)c1ccc(C(=O)Nc2nnc(C3CC3)o2)cc1
-12,-0.1,6,-5,12,-41,/,100,5,-18,-2,Cc1ccn2c(c1)nc(=S)n2C(=O)c1ccccc1
-15,0.3,-10,5,15,8,16,90,23,2,1,OCCCNCc1ccc(Cl)cc1Cl
-1,-0.8,0,5,1,-2,16,104,18,2,15,COc1cccc(C2/C(=C(/O)c3ccc4c(c3)OCO4)C(=O)C(=O)N2CCN2CCOCC2)c1 (configuration not stated)
-17,-0.5,0,-9,17,/,-7,101,-1,-1,/,COCCCNC(=O)CN1CCN(Cc2ccccc2Cl)C1=O
-2,2.4,-14,3,2,1,1,104,25,-1,-1,N#Cc1ccccc1NC(=O)CNc1ccc(Cl)c(C(F)(F)F)c1
-14,1.5,-1,6,14,/,16,/,22,-3,11,CCOc1ccc(NC2C=CS(=O)(=O)C2)cc1 (configuration not stated)
-11,0.2,-10,-9,11,1,-8,97,-12,-1,1,CCN(CC(=O)NCc1cccs1)C(=O)/C=C/c1cccc(Br)c1
7,0.6,-9,1,-7,2,66,106,-13,-3,0,O=C(CCNC(=O)c1ccc([N+](=O)[O-])cc1)Nc1ccc(S(=O)(=O)N2CCOCC2)cc1
-9,-0.9,-9,1,9,-1,-12,94,26,-1,-7,CCOc1ccc(-c2noc(CCC(=O)NCC3CCCO3)n2)cc1OC (configuration not stated)
2,-0.3,-4,-2,-2,-12,23,100,29,1,/,Cc1c(Nc2scc(-c3ccccc3)[n+]2-c2ccccc2)c(=O)n(-c2ccccc2)n1C
-17,0.5,-1,2,17,-9,-8,133,7,-2,-3,COc1ccc(C=NCCC2(O)CC(C)N(C)CC2C)cc1 (configuration not stated)
60,-2.1,4,13,-60,/,15,78,-1,0,/,CC(CCc1ccccc1)NC(=O)C1CCCN(c2nnc(-n3cccc3)s2)C1 (configuration not stated)
7,1.0,-6,5,-7,4,182,103,-9,-8,-2,O=C(Oc1ccc(C(=S)N2CCOCC2)cc1)c1ccc([N+](=O)[O-])cc1
0,-0.3,5,2,0,5,/,99,-3,9,-4,CCc1nc(SCC(=O)Nc2ccc(N(CC)CC)cc2)n[nH]1
-1,1.8,-13,-9,1,-3,/,107,21,2,-1,CC(C)N1C(=O)C(=O)N(CC(=O)N2c3ccccc3NC(=O)CC2C)C1=O (configuration not stated)
6,1.0,-2,-2,-6,-3,5,97,34,-4,1,COc1ccc(N2CCN(CC(=O)Nc3sccc3C#N)CC2)cc1
-12,0.9,1,12,12,16,6,95,4,3,-3,Cc1c(/C=N/NC(=O)CNc2ccccc2)c2ccccn2c1C(=O)c1ccncc1
-10,-2.7,-1,-1,10,/,2,/,-8,-8,-4,c1cc(-c2nnc(-c3ccncc3)o2)ccn1
6,0.5,-1,-3,-6,3,5,105,5,-15,/,COc1cccc(/C=C/C(=O)OCC(=O)c2cc(C)n(CC3CCCO3)c2C)c1OC (configuration not stated)
10,-0.6,-3,-1,-10,-8,-5,98,2,-11,/,COc1ccc(/C=N/Nc2cc(C)nc(NS(=O)(=O)c3ccc(C)cc3)n2)cc1
3,-4.6,0,-13,-3,22,12,113,-5,0,-1,O=C(NCC1CCCO1)c1ccc(COc2ccccc2Br)cc1 (configuration not stated)
-24,/,-7,4,24,-4,-12,100,105*,-5,-2,CCOC(=O)CSC1=N/C(=C\c2cccnc2)C(=O)N1c1ccc(OC)cc1
-8,-1.2,/,/,8,6,-6,116,-21,0,12,CC(Sc1cnccn1)C(=O)O (configuration not stated)
-4,-1.7,-4,-1,4,-4,-15,109,6,-5,1,CC(C)(C)NC(=O)NC(=O)CSc1nnc2ccccn12
-12,1.9,1,7,12,0,-20,108,4,4,-13,NC(=O)NC(=O)CC1S/C(=N/N=C2/NC(=O)CS2)NC1=O (configuration not stated)
-5,-3.9,0,-2,5,-3,79,104,7,1,/,COc1ccc(S(=O)(=O)Cc2ccc(C(=O)NCCc3ccc(S(N)(=O)=O)cc3)o2)cc1
-5,-1.5,-2,-12,5,9,-2,103,-5,-4,-2,Cc1cc(OCC(=O)N2CCOCC2)ccc1NC(=O)c1ccccc1C
1,/,-9,-9,-1,-37,/,/,-3,-11,-6,Cc1cc(C)cc(NS(=O)(=O)c2ccc(-c3cnc(C4CC4)o3)cc2)c1
/,0.0,3,3,/,3,0,102,5,-7,2,CNS(=O)(=O)c1cccc(C(=O)OCC(=O)c2c(N)n(C)c(=O)n(C)c2=O)c1

# Molecules listed so far that have a halogen, in the order listed:
SR-BI HDL uptake,CDK5 inh,PKA-R1A act,PKA-R2B act,SR-BI uptake up,MITF act,SUMO Mot1 rescue,DSG3 Ab inh,Arr AP2 block,dFosB activator,NSD2 HMT inh,Molecule
23,/,-7,-4,-23,2,0,95,1,-2,-3,COc1ccc(C(=O)Nc2ccc(Cl)cc2C(=O)N2CCCC(C)C2)cc1OC (configuration not stated)
4,-0.4,-5,-6,-4,16,120,98,-8,1,0,Oc1ccccc1N1CCN(C(=S)Nc2ccc(SC(F)F)cc2)CC1
-3,1.0,2,3,3,-4,8,100,21,-19,1,CCOC(=O)c1c(NC(NC(C)=O)C(Cl)(Cl)Cl)sc(C(C)=O)c1C (configuration not stated)
-4,0.0,-17,-5,4,13,-22,93,0,-5,0,O=C(COC(=O)C1CCN(c2ccc(C(F)(F)F)cn2)CC1)c1ccccc1Cl
-15,0.3,-10,5,15,8,16,90,23,2,1,OCCCNCc1ccc(Cl)cc1Cl
-17,-0.5,0,-9,17,/,-7,101,-1,-1,/,COCCCNC(=O)CN1CCN(Cc2ccccc2Cl)C1=O
-2,2.4,-14,3,2,1,1,104,25,-1,-1,N#Cc1ccccc1NC(=O)CNc1ccc(Cl)c(C(F)(F)F)c1
-11,0.2,-10,-9,11,1,-8,97,-12,-1,1,CCN(CC(=O)NCc1cccs1)C(=O)/C=C/c1cccc(Br)c1
3,-4.6,0,-13,-3,22,12,113,-5,0,-1,O=C(NCC1CCCO1)c1ccc(COc2ccccc2Br)cc1 (configuration not stated)

# Compound activity deposited in PubChem by several laboratories.
